A549 tox: Nrf2 qHTS screen for inhibitors: counterscreen for cytotoxicity; 0.16% of 390,000 active; A549 ARE-Fluc cells, CellTiter-Fluor viability, 18-24 h; Potency, µM (top dose mostly 46 µM), without a hit: at the top dose activity change, negative = cytotoxicity, hits mostly inhibitors; also: % is scaled to controls: 0 for no effect and ±100 for the full control effect
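A549 ARE-Fluc cells in 5% FBS OPTI-MEM, 5000 cells/well, rested 2 h then exposed to compounds in concentration-response for 18-24 h at 37 °C. Viability by CellTiter-Fluor fluorescence (Ex 405/Em 525) after 30 min; luciferase luminescence (BugLite, 15 min, RT) read afterwards.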
ATXN2 expr inh: Primary qHTS for Inhibitors of ATXN expression; 0.72% of 360,000 active; Potency, µM (doses to about 57 µM), without a hit: top-dose activity change, negative = inhibition, usual class: inhibitors; HEK-293 ATXN2-luciferase reporter, luminescence, 24 h; AID 1745845, 2022; also: % is scaled to controls: 0 for no effect and ±100 for the full control effect; nearly all actives have a fitted effect of over 55% in size
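qHTS (up to 57 uM final) was run with 24 h compound exposure of reporter cells at 37 °C. Each well was multiplexed: SteadyGlo luminescence measured ATXN2-luciferase expression after a fluorogenic Gly-Phe-AFC viability readout (25 uM final).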
EPAC2 antagonist: qHTS for Antagonist of cAMP-regulated guanine nucleotide exchange factor 2 (EPAC2): primary screen. EPAC2 GEF exchange of Rap1B-BODIPY-GDP, fluorescence. 0.18% of 360,000 active. Potency, µM (doses to about 114 µM), for inactives: at the highest dose activity, negative = inhibition, hits mostly inhibitors. Rap guanine nucleotide exchange factor 4 (Homo sapiens), Q8WZA2. AID 720708, 2013; also: % is scaled to controls: 0 for no effect and ±100 for the full control effect; nearly all actives have a fitted effect of over 45% in size; many of its hits are not listed in these tables
Target sequence (Q8WZA2 whole entry, looked up): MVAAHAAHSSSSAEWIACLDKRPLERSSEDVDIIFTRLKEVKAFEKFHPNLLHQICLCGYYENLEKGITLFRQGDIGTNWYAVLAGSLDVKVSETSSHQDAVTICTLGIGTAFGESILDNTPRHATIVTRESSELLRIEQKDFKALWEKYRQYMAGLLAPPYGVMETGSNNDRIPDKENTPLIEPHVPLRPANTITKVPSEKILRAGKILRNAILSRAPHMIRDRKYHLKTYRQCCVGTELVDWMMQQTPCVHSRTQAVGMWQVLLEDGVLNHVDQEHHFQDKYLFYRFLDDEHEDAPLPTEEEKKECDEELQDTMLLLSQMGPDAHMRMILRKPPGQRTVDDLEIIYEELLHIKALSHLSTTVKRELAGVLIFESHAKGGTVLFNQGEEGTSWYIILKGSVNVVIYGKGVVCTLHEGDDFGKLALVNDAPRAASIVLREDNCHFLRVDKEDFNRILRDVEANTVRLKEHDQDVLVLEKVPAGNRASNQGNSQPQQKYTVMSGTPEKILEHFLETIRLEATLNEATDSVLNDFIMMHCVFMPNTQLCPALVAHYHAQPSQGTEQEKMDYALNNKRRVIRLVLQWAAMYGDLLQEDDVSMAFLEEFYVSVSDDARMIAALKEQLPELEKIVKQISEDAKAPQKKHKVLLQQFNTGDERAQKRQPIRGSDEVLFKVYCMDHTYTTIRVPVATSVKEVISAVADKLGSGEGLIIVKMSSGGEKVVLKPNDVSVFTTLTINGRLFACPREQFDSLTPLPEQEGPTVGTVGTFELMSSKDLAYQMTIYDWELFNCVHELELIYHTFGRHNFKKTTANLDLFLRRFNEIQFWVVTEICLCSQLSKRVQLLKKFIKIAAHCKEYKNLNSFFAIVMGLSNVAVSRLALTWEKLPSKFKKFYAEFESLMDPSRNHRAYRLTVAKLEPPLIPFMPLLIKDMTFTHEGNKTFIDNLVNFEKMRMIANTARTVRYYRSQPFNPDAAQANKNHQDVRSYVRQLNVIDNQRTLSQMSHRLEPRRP
S2 tox: Viability Counterscreen for Primary qHTS for Inhibitors of ATXN expression | S2 cells (HEK-293 line with an ATXN2-luciferase reporter) viability, CellTiter-Fluor protease fluorescence, 24 h | Potency, µM (titrated, usually from 56.7 µM), most hits filed as cytotoxic | 0.49% of 400,000 active | AID 651635, 2014; also: nearly all actives have a fitted effect of over 40% in size
Nrf2 inh: Nrf2 qHTS screen for inhibitors; A549 ARE-Fluc reporter, luciferase luminescence, 18-24 h; 2.1% of 360,000 active; Potency, µM (doses to about 46 µM), for inactives: at the highest dose activity change, negative = inhibition, usual class: inhibitors; also: % is scaled to controls: 0 for no effect and ±100 for the full control effect; nearly all actives have a fitted effect of over 60% in size
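Nrf2 function is reported as luminescence of an ARE-controlled luciferase in A549 cells. Compounds were tested at several concentrations, and a CellTiter-Fluor read on the same wells flagged cytotoxicity.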
MCF10A rerep: A quantitative high throughput screen for small molecules that induce DNA re-replication in MCF 10a normal breast cells; MCF 10A DNA re-replication, Hoechst nuclear intensity, 48 h; Potency, µM (highest dose often 46.1 µM), inactives show at the top dose activity, positive = re-replication, hits mostly activators; 2.9% of 350,000 active; AID 624296, 2012; also: % of control where 0% means no effect; nearly all actives have a fitted effect of over 50% in size
HepG2 viability: qHTS for Inhibitors of TGF-b: Cytotox Counterscreen; HepG2 CAGA-GFP viability, ATP luminescence, 18 h; Potency, µM (doses to about 46.1 µM), inactives show at the top dose activity change, negative = cytotoxicity, usual class: cytotoxic; 0.76% of 410,000 active; also: some results filed as inactive show a strong effect at the top dose
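CellTiter-Glo luminescence gave cytotoxicity after 18 hours at 37 degrees C. The cells were HepG2 CAGA-GFP in 1% FBS DMEM, stimulated with 500 pg/mL TGF-beta after compound addition. %Activity was normalised to no-cell wells (complete cell-killing) and DMSO (no toxicity), and curves were fitted and classified.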
TGFb SMAD3 inh: qHTS for Inhibitors of TGF-b; HepG2 CAGA-GFP TGF-b/SMAD3 reporter, GFP fluorescence, 18 h; TGF-beta stimulated, 500 pg/mL final; Potency, µM (titrated, usually from 46.1 µM), inactives show at the top dose activity, negative = inhibition, actives largely listed as inhibitors; 1.2% of 410,000 active; also: % is scaled to controls: 0 for no effect and ±100 for the full control effect; nearly all actives have a fitted effect of over 65% in size
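HEPG2 CAGA-GFP, 1000 cells/well; 2 h settle, 37 C; cpd via pin tool; TGF-b 500 pg/mL final; 18 h, 37 C; GFP imaging ex488/em500-530; %Activity normalised to -TGF-b and +DMSO controls; CRC fit, curve class.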
Nrf2 activator: qHTS of Nrf2 Activators. AREc32 ARE-luciferase reporter (MCF7-derived line), luminescence, 24 h. Potency, µM (titrated, usually from 46.1 µM), for the others: top-dose activation, hits mostly activators. 0.31% of 410,000 active. AID 624171, 2012; also: % of control where 0% means no effect; nearly all actives have a fitted effect of over 65% in size
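AREc32 cells carrying an ARE-driven firefly luciferase reporter were seeded at 1000 cells/well in OPTI-MEM with 5% FBS, then exposed to compound for 24 hr at 37 deg C. Luminescence was read with Steady-Glo after 30 min at RT.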
An asterisk follows results filed as active; i = inactive; ? = inconclusive; · = no result given; [ ] = another dose, or the depositor's remark. Calls follow the shape of the dose curve; as a rule, active = well fitted curve in the direction sought with a large enough effect; inconclusive = small, poorly fitted or top-dose-only effect, or another doubt; inactive = no such curve, though single readings can be large; an effect the other way counts as inactive or inconclusive. Potency is read from the fitted curve at half-maximal effect.

SMILES	A549 tox	ATXN2 expr inh	EPAC2 antagonist	S2 tox	Nrf2 inh	MCF10A rerep	HepG2 viability	TGFb SMAD3 inh	Nrf2 activator
Cc1onc(-c2ccccc2)c1C(=O)OCc1nnc(-c2ccc([N+](=O)[O-])cc2)o1	-2%	-20%	1%	?	-25%	11%	-4%	-6%	2.2%
CCOc1cc(C2C(C(=O)OC)=C(C)NC3=C2C(=O)c2ccccc23)cc(Br)c1OCC (configuration not stated)	?	-19%	·	?	?	·	-27%	2%	-1.3%
CN1CCN(CCc2nc3cc(NC(=O)c4ccco4)ccc3n2C)CC1	3%	7%	0%	i	3%	?	23%	13%	3.4%
CCC(C(=O)O/N=C(\N)c1ccccc1)c1ccccc1 (configuration not stated)	1%	5%	2%	i	20%	-1%	-15%	9%	-0.4%
S=C(Nc1ccccc1)Nc1ccc2ccccc2c1	2%	35%[activator]	-11%	i	?	19%	-21%	-9%	18%
CCCn1c(C)cc(C(=O)CN2C(=O)NC3(CCCCCC3)C2=O)c1C	·	·	3%	?	·	·	-29%	3%	5.9%
Fc1ccc(-n2c(Cn3nnc4ccccc43)n[nH]c2=S)cc1	10%	-25%	3%	i	20%	?	-6%	-2%	0.0%
CCOc1ccc(-c2n[nH]c(=S)n2Cc2ccccc2)cc1	2%	·	-5%	i	-6%	1%	-16%	?	-0.3%
CSc1ccc(CNCCCN(C)C)cc1	-19%	-23%	-4%	i	13%	0%	-32%	1%	-0.1%
CCOC(=O)c1cc2c(=O)n3ccccc3nc2n(CCCOC)c1=NC(C)=O	16%	0%	14%	·	?	?	-25%	31%	0.3%
Cc1ccccc1SCC(=O)OCC(=O)N(C)c1c(N)n(Cc2ccccc2)c(=O)[nH]c1=O	-4%	9%	12%	i	19%	-1%	-19%	2%	-0.5%
CC1CCC(NC(=S)NCCN(C)C)CC1 (configuration not stated)	1%	-6%	5%	i	14%	-1%	-3%	-2%	5.7%
COc1ccc(C(=O)NC(C)c2nnc(SCC(=O)NC3CCCCC3)n2C)cc1 (configuration not stated)	-1%	2%	-3%	i	7%	-1%	0%	1%	0.4%
Cc1ccc(CNC(=O)CS(=O)(=O)CC(=O)O)cc1	-15%	9%	-3%	i	-8%	4%	-34%	2%	-0.3%
CCc1cccc2c(C(=O)COC(=O)c3nn(C)c(=O)c4ccccc34)c[nH]c12	-19%	-3%	-1%	i	?	?	-6%	10%	2.3%
CCNC(=O)C1(C)CCCN(Cc2cccc3c2OCCO3)C1 (configuration not stated)	·	0%	4%	i	·	·	-3%	1%	-0.7%
COc1ccc(/C=C/C(=O)OCC(=O)NC2CCCC(C)C2C)c(OC)c1 (configuration not stated)	0%	-17%	-8%	i	-6%	27%	-1%	1%	-0.7%
CCOc1ccc(NC(=O)CN(C)C(=O)c2ccc(COc3ccccc3)o2)cc1OCC	2%	5%	12%	i	-4%	-2%	2%	0%	-0.4%
Cc1cc2c(cc1S(=O)(=O)Nc1cccc(C#N)c1)OCC(=O)N2	8%	·	·	·	·	·	-2%	0%	-1.0%
Cc1cc(NC(=O)CCC(=O)N(Cc2ccccc2)C(C(=O)NC2CCCC2)c2ccco2)no1 (configuration not stated)	-14%	10%	-12%	i	-7%	?	-12%	-13%	1.5%
O=C(O)CNC(=O)c1ccc(NC(=O)/C(=C/c2cccc([N+](=O)[O-])c2)NC(=O)c2ccco2)cc1	-4%	2%	0%	i	-2%	2%	-9%	?	-1.1%
Cc1ccc(C2c3[nH]c4ccccc4c3CCN2C(=O)CCC2CCCC2)cc1 (configuration not stated)	0%	·	·	·	·	·	-23%	-25%	-0.4%
Cc1cc(C(=O)NC2CCCN(Cc3ccc(Cl)cc3)C2)no1 (configuration not stated)	-2%	-6%	-9%	i	1%	-2%	-6%	1%	-1.6%
O=C1CC(c2ccc3c(c2)OCO3)c2cc3c(cc2N1)OCCO3 (configuration not stated)	-11%	-14%	-1%	i	-20%	-1%	-14%	-9%	0.2%
Cc1ccc(/C=C2/Sc3ccc(C(=O)NCCN4CCOCC4)cc3NC2=O)cc1	-1%	·	-2%	i	0%	21µM*	39%	26%	0.6%
CCOc1ccccc1NS(=O)(=O)c1ccc2c(c1)N(C)CCO2	5%	-10%	-13%	i	-5%	1%	2%	-1%	-0.8%
CCOC(=O)C1=CCC2C(=O)N(CC)C(=O)C12 (configuration not stated)	·	0%	31%[activator]	i	·	·	-13%	-8%	12%
c1ccc(COc2cccc(CNCc3cccs3)c2)cc1	7%	11%	-8%	i	5%	14%	-18%	?	8.6%
CC(=O)C[C@H](O)CC(=O)[C@@H]1OC(=O)[C@H](C)C/C=C\Cc2ccccc21	10%	-2%	-3%	i	6%	?	2%	-4%	1.1%
CCN(CC)c1nc(=S)nc(NC(C)(C)C)[nH]1	?	?	2%	?	?	-1%	-9%	?	0.1%
Cc1nn(CC(=O)N2CCOCC2)c(=O)c2ccccc12	-7%	3%	-3%	i	-2%	1%	-19%	-5%	-0.2%
O=C(c1ccc(-n2cccn2)cc1)N1CCc2c([nH]c3ccccc23)C1c1ccccn1 (configuration not stated)	6%	·	-12%	?	-11%	?	11%	-17%	8.0%
CC1CC(=O)N(CCc2ccccc2)C(=O)C1	4%	25%	3%	i	27%	10%	-22%	-2%	0.5%
CC1CN(S(=O)(=O)c2cccc(C(=O)Nc3ccc(S(=O)(=O)NC4=NCCCCC4)cc3)c2)CC(C)O1 (configuration not stated)	-10%	-9%	6%	i	-19%	8%	7%	-3%	-1.0%
O=[N+]([O-])c1ccc(Cl)cc1Sc1ccccn1	1%	-3%	4%	i	-24%	8%	-5%	-10%	3.3%
O=C(Nc1cccc(S(=O)(=O)N2CCCCC2)c1)c1ccco1	-1%	·	9%	i	-1%	9%	-1%	-6%	9.8%
CCOc1ccc(C(=O)N(C)C2CCS(=O)(=O)C2)cc1 (configuration not stated)	-4%	-6%	7%	i	0%	-1%	4%	-3%	0.1%
O=C(CC1SCCNC1=O)Nc1ccc(Cl)cc1 (configuration not stated)	0%	34%	3%	i	?	1%	13%	28%	0.3%
COc1ccc(Cc2nnc(SCC(=O)NCCc3ccccc3)o2)cc1	-7%	2%	7%[57.1 µM]	?	-11%	3%	4%	-2%	0.4%
C[C@H]1CN([C@@H](C)CO)S(=O)(=O)c2ccc(Br)cc2O[C@H]1CN(C)C(=O)CCN1CCCCC1	·	1%	-21%	i	·	·	8%	1%	0.0%
CCN(CCn1cccn1)Cc1nc(-c2ccccc2)no1	2%	2%	-2%	i	15%	-1%	-17%	-1%	2.1%
Cc1ccc(C)c(N2CCN(c3ccncc3N)CC2)c1	-2%	·	-21%	?	-23%	17%	4%	4%	0.1%
CC1=C(C(=O)OC2CCCCC2)C(c2cccs2)n2c(nc3ccccc32)N1 (configuration not stated)	-1%	-3%	12%	i	6%	10%	10%	6%	-0.2%
O=[N+]([O-])c1ccc(CN2CC(N3CC=CC3)CS2(=O)=O)cc1 (configuration not stated)	·	16%	4%	i	·	·	-2%	-17%	0.4%
CC1CCN(C(=O)COC(=O)c2ccccc2C(=O)c2ccccc2)CC1	-6%	6%	0%	?	?	4%	50%	0%	-0.3%

Taken from above (13 entries):
SMILES	A549 tox	ATXN2 expr inh	EPAC2 antagonist	S2 tox	Nrf2 inh	MCF10A rerep	HepG2 viability	TGFb SMAD3 inh	Nrf2 activator
CC1CC(=O)N(CCc2ccccc2)C(=O)C1	4%	25%	3%	i	27%	10%	-22%	-2%	0.5%
CC1CN(S(=O)(=O)c2cccc(C(=O)Nc3ccc(S(=O)(=O)NC4=NCCCCC4)cc3)c2)CC(C)O1 (configuration not stated)	-10%	-9%	6%	i	-19%	8%	7%	-3%	-1.0%
O=[N+]([O-])c1ccc(Cl)cc1Sc1ccccn1	1%	-3%	4%	i	-24%	8%	-5%	-10%	3.3%
O=C(Nc1cccc(S(=O)(=O)N2CCCCC2)c1)c1ccco1	-1%	·	9%	i	-1%	9%	-1%	-6%	9.8%
CCOc1ccc(C(=O)N(C)C2CCS(=O)(=O)C2)cc1 (configuration not stated)	-4%	-6%	7%	i	0%	-1%	4%	-3%	0.1%
O=C(CC1SCCNC1=O)Nc1ccc(Cl)cc1 (configuration not stated)	0%	34%	3%	i	?	1%	13%	28%	0.3%
COc1ccc(Cc2nnc(SCC(=O)NCCc3ccccc3)o2)cc1	-7%	2%	7%[57.1 µM]	?	-11%	3%	4%	-2%	0.4%
C[C@H]1CN([C@@H](C)CO)S(=O)(=O)c2ccc(Br)cc2O[C@H]1CN(C)C(=O)CCN1CCCCC1	·	1%	-21%	i	·	·	8%	1%	0.0%
CCN(CCn1cccn1)Cc1nc(-c2ccccc2)no1	2%	2%	-2%	i	15%	-1%	-17%	-1%	2.1%
Cc1ccc(C)c(N2CCN(c3ccncc3N)CC2)c1	-2%	·	-21%	?	-23%	17%	4%	4%	0.1%
CC1=C(C(=O)OC2CCCCC2)C(c2cccs2)n2c(nc3ccccc32)N1 (configuration not stated)	-1%	-3%	12%	i	6%	10%	10%	6%	-0.2%
O=[N+]([O-])c1ccc(CN2CC(N3CC=CC3)CS2(=O)=O)cc1 (configuration not stated)	·	16%	4%	i	·	·	-2%	-17%	0.4%
CC1CCN(C(=O)COC(=O)c2ccccc2C(=O)c2ccccc2)CC1	-6%	6%	0%	?	?	4%	50%	0%	-0.3%

A portion of the library, so the mix of outcomes need not match the whole.
